Compound activity as filed in PubChem BioAssay.
Mm-Cpn inhibitor = inhibitors of Methanococcus maripaludis chaperonin (MmCpn). purified Mm-Cpn ATPase, ADP Transcreener TR-FRET. Potency, µM (top dose mostly 76.9 µM), without a hit: at the top dose activity, negative = inhibition, usual class: inhibitors. actives 0.031% (n = 330,000). AID 504842; note: potency is the fitted concentration of half-maximal effect; % is set by controls: 0 for no effect and ±100 for the full control effect; nearly all actives have a fitted effect of over 80% in size
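Eu-cryptate anti-ADP/ADP-d2 competition gives a ratio inversely related to ADP. Enzyme at 25 nM was pre-exposed to compound for 10 min, then given 10 uM ATP for 30 min, 37°C throughout.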
CCT modulator = changes cytosolic chaperonin activity; purified chaperonin ATPase assay, HTRF ADP detection, 30 min; activity change, % (no concentration beside the values), hits read low; actives 0.3% (n = 360,000); AID 651819; in the data active = activity change below about -30%; note: % is set by controls: 0 for no effect and ±100 for the full control effect
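Enzyme 40 or 20 nM (batch-dependent) in Tris pH 7.4/KCl/MgCl2/DTT; cpd 76 uM single point; ATP 10 uM; 30 min 37 °C; Transcreener ADP HTRF detection, 30 min RT; ratio 665/615.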
Abeta rescue = compounds reversing amyloid beta toxicity in yeast. actives 0.063% (n = 410,000). yeast expressing A-beta42, growth rescue, OD600, 48 h; response scale: 0% DMSO, 100% iron-clioquinol control. Potency, µM (top dose mostly 46.1 µM), inactives show at the top dose growth rescue, most hits filed as activators. AID 1347071; note: potency is the fitted concentration of half-maximal effect; nearly all actives have a fitted effect of over 55% in size
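Yeast growth medium received pinned compounds, then yeast cells expressing toxic A-beta were added; plates incubated at 30 C for 48 hr. Growth read as absorbance at 600 nm, normalized to DMSO and equimolar FeCl3 plus clioquinol controls.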
TGFb SMAD3 inh = blocks TGF-b signaling. Potency, µM (series often up to 46.1 µM), for the others: top-dose activity, negative = inhibition, usual class: inhibitors. actives 1.2% (n = 410,000). AID 588855. HepG2 CAGA-GFP TGF-b/SMAD3 reporter, GFP fluorescence, 18 h; TGF-beta stimulated, 500 pg/mL final; note: potency is the fitted concentration of half-maximal effect; % is set by controls: 0 for no effect and ±100 for the full control effect; nearly all actives have a fitted effect of over 65% in size
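Per well, imaged GFP fluorescence of HEPG2 CAGA-GFP cells gives the signal; cells get compound, then TGF-beta (500 pg/mL final), 18 h at 37 degrees C; %Activity versus -TGF-beta and +DMSO controls.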
Akt phos inh = blocks phosphorylation of Akt; Neuro2A IGF-stimulated pAkt S473 HTRF, 20 min; stronger effect = lower value; activity change, % for hits at 50 µM; actives 0.32% (n = 360,000); AID 651550; in the data active = activity change below about -80%; inconclusive = mostly about -51% to -80%; note: % is set by controls: 0 for no effect and ±100 for the full control effect
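Neuro2A cells (4,500/well, DMEM with 0.5% FBS) were treated with compound at a single 50 µM final concentration, stimulated with 6 nM IGF for 20 min at 37 °C, and lysed. Phospho-Akt Ser473 was read by HTRF as 665/615 ratio ×10^4.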
A549 viability = kills or reduces viability of A549 cells in Nrf2 counter-screen. A549 ARE-Fluc cells, CellTiter-Fluor viability, 18-24 h. AID 504648. actives 0.16% (n = 390,000). Potency, µM (top dose mostly 46 µM), without a hit: top-dose activity change, negative = cytotoxicity, hits mostly inhibitors; note: potency is the fitted concentration of half-maximal effect; % is set by controls: 0 for no effect and ±100 for the full control effect
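Cytotoxicity counterscreen: CellTiter-Fluor fluorescence was measured in A549 ARE_Fluc cells after 18-24 h of compound exposure in a concentration series. The subsequent BugLite luminescent read reports ARE-luciferase activity.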
Nrf2 inh = inhibitors of Nrf2 signaling. A549 ARE-Fluc reporter, luciferase luminescence, 18-24 h. Potency, µM (highest dose often 46 µM), for the others: top-dose activity change, negative = inhibition, hits mostly inhibitors. actives 2.1% (n = 360,000); note: potency is the fitted concentration of half-maximal effect; % is set by controls: 0 for no effect and ±100 for the full control effect; nearly all actives have a fitted effect of over 60% in size
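A549 ARE_Fluc cells (5000/well, 5% FBS OPTI-MEM) pre-incubated 2 h, then treated with compounds 18-24 h at 37C/5% CO2 in concentration-response. CellTiter-Fluor viability read first; BugLite luciferase luminescence after 15 min at room temperature gives Nrf2 activity.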
Nrf2 activator = Nrf2 pathway activation; AREc32 ARE-luciferase reporter (MCF7-derived line), luminescence, 24 h; Potency, µM (series often up to 46.1 µM), inactives show top-dose activation, actives largely listed as activators; actives 0.31% (n = 410,000); AID 624171; note: potency is the fitted concentration of half-maximal effect; % of control where 0% means no effect; nearly all actives have a fitted effect of over 65% in size
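Luminescent ARE reporter assay in AREc32_Fluc cells: overnight plating at 37 deg C, 24 hr compound incubation, Steady-Glo added, 30 min RT before reading.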
HepG2 tox = kills HepG2 cells in TGF-b inhibitor counter-screen; HepG2 CAGA-GFP viability, ATP luminescence, 18 h; Potency, µM (doses to about 46.1 µM), without a hit: top-dose activity change, negative = cytotoxicity, most hits filed as cytotoxic; actives 0.76% (n = 410,000); note: potency is the fitted concentration of half-maximal effect; some results filed as inactive show a strong effect at the top dose
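CellTiter-Glo luminescence gave cytotoxicity after 18 hours at 37 degrees C. The cells were HepG2 CAGA-GFP in 1% FBS DMEM, stimulated with 500 pg/mL TGF-beta after compound addition. %Activity was normalised to no-cell wells (complete cell-killing) and DMSO (no toxicity), and curves were fitted and classified.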
An asterisk follows results filed as active; i = inactive; u = inconclusive; x = not tested or not shown; & = joins results of further samples; [ ] = dose if it differs, or a comment. Unless noted, calls come from the whole dose curve; as a rule, active = well fitted curve in the direction sought with a large enough effect; inconclusive = small, poorly fitted or top-dose-only effect, or another doubt; inactive = no such curve, though single readings can be large; an effect the other way counts as inactive or inconclusive.

1: Cc1c(NC(=O)CSc2ncccn2)c(=O)n(-c2ccccc2)n1C
2: OC(c1ccc(Cl)cc1)c1ncc(-c2cccc(F)c2)[nH]1 (stereo not given)
3: Cc1cc(F)cc(-c2cc(C(=O)NCc3ccc(C(F)(F)F)cc3)[nH]n2)c1
4: O=C(/C=C/c1cccs1)Nc1sc2c(c1C(=O)O)CCCC2
5: CSc1ccccc1C(=O)N1CCN(S(=O)(=O)c2sc(C(=O)O)c(C)c2C(=O)O)CC1
6: NCCCN1CCOCC1
7: Cc1cc(NC(=O)c2oc3ccccc3c2C)ccc1-n1cnnn1
8: COCc1nn2c(N)c(C#N)cnc2c1-c1ccccc1

assay / compound	1	2	3	4	5	6	7	8
TGFb SMAD3 inh	-15%	-6%	-4%	0%	-8%	4%	-9%	5%
Abeta rescue	-2%	21%	-19%	-71%[inhibitor]	-4%	-1%	26%	24%[9.22 µM]
Mm-Cpn inhibitor	3%	x	x	-3%	-2%	2%	-7%	0%
Nrf2 activator	-0.5%	-1.0%[9.22 µM]	8.7%	12%	-0.2%	0.2%	8.6%	2.9%
Akt phos inh	i	i	i	i	i	i	i	i
Nrf2 inh	-7%	x	x	u	4%	-17%	5%	x
HepG2 tox	30%	-7%	-46%	-20%	-1%	-4%	-45%	12%
A549 viability	-1%	x	x	u	-2%	u	-8%	5%
CCT modulator	-2.8	1.2	-13	0.9	-2.9	-3.4	-1.0	-0.6

9: O=C(CSc1ccc(Cl)cc1)c1ccco1
10: COc1ccc(-c2nc3cc(NC(=O)Cc4ccc(Cl)cc4)ccc3o2)cc1OC
11: Cc1ccc(C(=O)Nc2ccccc2-c2ccccc2)cc1S(=O)(=O)Nc1cccc(C)c1C
12: O=C(CN1C(=O)CSc2ccc(S(=O)(=O)N3CCOCC3)cc21)NCc1ccc(F)cc1
13: Cc1ccc(NC(=O)CSc2nnnn2C2CCCC2)cc1S(=O)(=O)N1CCOCC1
14: COc1ccc(Cl)cc1NC(=O)CN(C)S(=O)(=O)c1cccs1
15: CCOC(=O)c1c[nH]c2c3c(ccc2c1=O)CCCC3
16: COc1ccccc1CC(=O)Nc1cccc2c1CCCC2

assay / compound	9	10	11	12	13	14	15	16
TGFb SMAD3 inh	-18%	u	u	14%	-11%	-4%	-4%	20%
Abeta rescue	-2%	4%	-12%	4%	-18%	21%	14%	19%
Mm-Cpn inhibitor	-17%	x	-2%	-3%	0%	-1%	1%	-2%
Nrf2 activator	-0.3%	-0.1%	3.3%	-0.5%	-0.6%	7.3%	-0.6%	-0.1%
Akt phos inh	-97%*	x	x	i	i	i	i	i
Nrf2 inh	1%	23µM*	u	7%	u	7%	-8%	7%
HepG2 tox	-20%	0%	-30%	4%	-12%	-11%	-1%	-1%
A549 viability	-2%	u	-17%	7%	0%	0%	-6%	-1%
CCT modulator	-1.2	x	0.6	-1.1	-1.3	-0.1	-0.8	0.6

17: O=C(CCNC(=O)c1ccccc1Cl)Nc1ccc2c(c1)OCO2
18: C/C(N)=C(/C#N)C(=O)CSc1nnnn1-c1ccc(C)cc1C
19: C=CC[C@@H](CC(=O)N(CCO)Cc1ccccc1)C(=O)N[C@H](COC(=O)[C@H](CC=C)CC(=O)OC(C)(C)C)Cc1c[nH]c2ccccc12
20: Cc1cccc(CS(=O)(=O)Cc2ccc(C(=O)NCCc3ccccc3)o2)c1
21: COc1cc(NS(=O)(=O)c2ccc(NC(=S)NC(=O)c3ccc(Br)cc3)cc2)ncn1
22: CC(=O)Nc1ccc(S(=O)(=O)N(C)CC(=O)OCC(=O)N2CC(C)OC(C)C2)cc1 (stereo not given)
23: COc1ccc(C(=O)Nc2ccc(Cn3ccnc3)cc2)cc1OC
24: COc1ccc(CNC(=O)c2cc(=O)c3cc(C)c(C)cc3o2)cc1

assay / compound	17	18	19	20	21	22	23	24
TGFb SMAD3 inh	u	-7%	u	-21%&-30%	-2%	4%	1%	-6%
Abeta rescue	3%	13%	7%	5%&3%	-26%	-6%	5%	-20%
Mm-Cpn inhibitor	1%	-1%	-21%	2%	-1%	1%	1%	0%
Nrf2 activator	-0.7%	3.8%	-1.7%	0.8%&3.6%	0.1%	0.0%	0.2%	-1.6%
Akt phos inh	i	i	i	i	x	i	i	i
Nrf2 inh	-9%	-27%	u	0%	-5%	3%	11%	-14%
HepG2 tox	-1%	-5%	-2%	-32%&-23%	4%	-5%	-14%	25%
A549 viability	-5%	1%	u	-15%&-3%	-3%	5%	-6%	8%
CCT modulator	-3.3	-0.4	1.1	0.9	-0.8	0.4	-5.5	-3.5

Overlap with the part before: 4 entries; new compounds follow.
21: COc1cc(NS(=O)(=O)c2ccc(NC(=S)NC(=O)c3ccc(Br)cc3)cc2)ncn1
22: CC(=O)Nc1ccc(S(=O)(=O)N(C)CC(=O)OCC(=O)N2CC(C)OC(C)C2)cc1 (stereo not given)
23: COc1ccc(C(=O)Nc2ccc(Cn3ccnc3)cc2)cc1OC
24: COc1ccc(CNC(=O)c2cc(=O)c3cc(C)c(C)cc3o2)cc1
25: COc1ccc(-c2nc(CS(=O)(=O)CC(=O)NC3CCC(C)CC3)c(C)o2)cc1 (stereo not given)
26: COC(=O)c1ccccc1NC(=O)CN1CCN(Cc2ccccc2)CC1
27: CC(C)(C)c1ccc(NC(=O)CCNC(=O)c2ccco2)cc1
28: CCOc1ccccc1N(C(=O)Nc1ccc(Cl)cc1)C1=NCCS1
29: Nc1ncc([N+](=O)[O-])c(Oc2ccccc2F)n1
30: CCCC(=O)Nc1sc(C)c(-c2ccc(C(C)CC)cc2)c1C#N (stereo not given)
31: CCc1nc2ccccc2c(=O)n1NC(=O)c1c(O)c2ccccc2[nH]c1=O
32: O=C(NCCc1ccccn1)c1ccc(S(=O)(=O)N2CCCCCC2)cc1

assay / compound	21	22	23	24	25	26	27	28	29	30	31	32
TGFb SMAD3 inh	-2%	4%	1%	-6%	u	-6%	-1%	-8%	4%	25%	-9%	-4%
Abeta rescue	-26%	-6%	5%	-20%	-1%	-8%	u	-6%	-9%	7%	-7%	-15%
Mm-Cpn inhibitor	-1%	1%	1%	0%	1%	-1%	0%	4%	-10%	-1%	1%	1%
Nrf2 activator	0.1%	0.0%	0.2%	-1.6%	4.0%	-0.3%	-0.5%	0.5%	18%	-1.2%	-0.7%	-0.7%
Akt phos inh	x	i	i	i	i	i	i	i	i	i	i	i
Nrf2 inh	-5%	3%	11%	-14%	-12%	-12%	3%	27%	-3%	x	4%	-13%
HepG2 tox	4%	-5%	-14%	25%	-3%	-22%	-3%	-13%	-1%	-3%	-9%	-7%
A549 viability	-3%	5%	-6%	8%	1%	1%	5%	-1%	1%	5%	-1%	-4%
CCT modulator	-0.8	0.4	-5.5	-3.5	-2.2	0.6	-6.6	-3.7	-2.7	1.7	-6.5	-2.1

33: Cn1nnnc1SCC(=O)N1CCCc2ccccc21
34: CN(C)c1cccc2c(C=C(C#N)C#N)ccc(N(C)C)c12
35: O=C1C=C(O)CC(c2ccco2)C1 (stereo not given)
36: COc1ccccc1CCNS(=O)(=O)CCNC(=O)c1ccccc1
37: Cc1ccc(C(=O)O)c(C(=O)Nc2nc(C)cs2)c1
38: COc1cc(NC(=O)Cn2cc(S(=O)(=O)N3CCC(C)CC3)c3ccccc3c2=O)cc(OC)c1OC
39: Cc1ccccc1-c1nnc(-c2cccc3ccccc23)o1
40: C=CCOc1ccc(C2NC(=S)NC(c3ccccc3)=C2C(C)=O)cc1OC (stereo not given)

assay / compound	33	34	35	36	37	38	39	40
TGFb SMAD3 inh	6%	1%	19%	4%	-2%	u	1%	0%
Abeta rescue	17%	3%	u	1%	4%	5%	4%	5%
Mm-Cpn inhibitor	2%	-3%	0%	1%	-2%	x	x	-6%
Nrf2 activator	0.2%	0.3%	1.8%	-0.2%	-1.1%	-0.3%	14%	-0.9%
Akt phos inh	i	i	x	i	i	x	i	i
Nrf2 inh	1%	22%	-1%	0%	-13%	-29%	u	-12%
HepG2 tox	-5%	3%	5%	-1%	-5%	-2%	10%	2%
A549 viability	-9%	0%	2%	-1%	-11%	-12%	1%	4%
CCT modulator	-9.7	2.4	-4.5	-1.7	-4.4	x	-2.2	-2.7

41: CCC1CCCCN1CCCNC(=O)C1CCN(c2ncnc3c2nc2n3CCCCC2)CC1 (stereo not given)
42: O=C(Oc1ccc2ccccc2c1)C1CCC1
43: O=S(=O)(Nc1ccc2c(c1)OCCO2)c1cccs1
44: N#C/C=C(/N)N1CCN(c2ccc(Cl)c(Cl)c2)CC1
45: CCN(C(=O)CSc1n[nH]c(-c2cc(Cl)ccc2OC)n1)C1CCS(=O)(=O)C1 (stereo not given)
46: COc1ccc(NC(=O)Nc2c(O)ccc3ccccc23)cc1
47: O=C1CN(S(=O)(=O)c2cccc(C(=O)O)c2)c2ccccc2N1

assay / compound	41	42	43	44	45	46	47
TGFb SMAD3 inh	8%	2%	-4%	-10%	0%	u	-7%
Abeta rescue	-9%	17%	3%	6%	6%	u	-10%
Mm-Cpn inhibitor	1%	0%	-1%	-3%	1%	x	0%
Nrf2 activator	-1.0%	2.9%	3.9%	0.8%	9.2%	-2.6%	-0.2%
Akt phos inh	i	i	i	i	i	i	i
Nrf2 inh	11%	0%	u	x	5%	9%	u
HepG2 tox	-6%	-15%	-1%	-13%	-8%	-104%	-8%
A549 viability	4%	-7%	18%	-5%	-4%	u	5%
CCT modulator	-2.2	-1.2	4.2	-1.6	1.3	-4.7	-1.1
